# Bioassay records as filed in PubChem BioAssay.
# Xi reactivation = reactivates the inactive X chromosome in mouse fibroblasts; AID 743238; XiGFP mouse fibroblasts, % GFP-positive cells imaging, 3 d; cells co-treated with 5-aza-dC sensitizer; scaled so ellipticine positive control = 100%; activation, % at 7.58 µM; hit rate 0.055% among 360,000;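 active = mean normalized replicate activation at least 10% and every replicate at or above 10%; inconclusive = only one of the two criteria met; inactive = mean below 10% and not all replicates reach 10%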;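 also: 0% = median of on-plate neutral control wells and 100% = ellipticine 6 µM median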
#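 Schedule: 3 d treatment, 15 min room-temperature fixation; system: 68-5-11 XiGFP fibroblast line; buffer or medium: DMEM plus 5-aza-dC sensitizer; control set: ellipticine 6 µM positive control; compound: one concentration, pinned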
# EWS-Fli block = EWS/Fli transcriptional activity inhibition; A673 NR0B1-luciferase reporter, viability-normalised; inhibition, % at 12.6 µM; hit rate 0.67% among 350,000; AID 651661;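 active = mean inhibition of at least 50% after viability correction, with every replicate also passing that limit; inconclusive = mean reaches 50% but only one of two replicates passes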;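 also: firefly luciferase signal divided by Alamar Blue viability fluorescence both relative to DMSO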
# PAX8 reporter = lowers PAX8-driven luciferase in RMG-I cells | RMG-I TPO-luciferase reporter, SteadyGlo, 24 h | inhibition, % at 12.6 µM | hit rate 1.2% among 360,000;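 active = mean replicate inhibition at least 60% with every replicate also reaching 60%; inconclusive = only one of the two criteria is met; inactive = mean below 60% and not all replicates reaching 60%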;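 also: luciferase light reporting Pax8 driven TPO promoter activity; plate controls were median of neutral control wells for no effect and mitoxantrone controls for full effect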
# F508del corr = CFTR F508del correction in bronchial cells. activity (quench increase), % at 7.58 µM. hit rate 0.36% among 350,000. AID 720511. CFBE cells, YFP halide quenching; stimulated with forskolin plus potentiator P3; % fluorescence drop versus neutral controls;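 active = mean added fluorescence quench of at least 8% versus neutral control, with both replicates also reaching 8%; inconclusive = only one of the mean or replicate conditions met; inactive = mean below 8% and not both replicates reaching 8%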;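 also: cells transiently co-express mutant CFTR-F508del with the halide-sensitive YFP; corrector assay measuring rescue of mutant channel to the surface after 24 h compound exposure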
# DENV2 CPE = inhibitors of DENV2 cytopathic effect; DENV2-infected cells, cytopathic effect rescue, plate reader; CPE inhibition, % at 9.99 µM; hit rate 1.7% among 350,000; in the data active = CPE inhibition above about 20%, passing the limit was not always enough; inconclusive = no clear call, values can overlap the other calls; tested in BHK-21 cells;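 also: 0% = median of neutral control wells and 100% = median of positive control wells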
# ARNT TACC3 PPI = disruptors of human ARNT/TACC3 interaction. Q9Y6A5. AlphaScreen His-ARNT PAS-B/GST-TACC3 binding, luminescence; TACC3 fragment carries E629A point mutation. inhibition, % at 9.99 µM. hit rate 0.66% among 390,000. AID 623870;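 active = mean inhibition of replicates at least 50% and at least half of replicates each reaching 50%; inconclusive = half or more replicates reach 50% but mean below 50%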;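 also: 0% = complete ARNT plus TACC3 wells and 100% = ARNT alone without TACC3; many hits fall short of the cut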
# GSIS activator = GLuc luminescence reporter in INS-1E cells, primary screen for activators of glucose-dependent secretion of insulin | INS-1E GLuc reporter insulin secretion, 2-3 h | hit rate 0.61% among 370,000 | activation, % at 16.6 µM | AID 743287;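 active = lowest replicate activation of at least 40%, so every replicate reaches that level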;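 also: 0% = median of neutral control wells and 100% = median of IBMX positive control wells; some compounds called inactive have numbers as strong as hits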
# ERp5 block = blocks human ERp5 reductase activity on insulin; hit rate 0.05% among 350,000; ERp5 insulin aggregation, absorbance 650 nm, 90 min; AID 651711; Q15084; inhibition, % at 9.99 µM;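 active = mean replicate inhibition above about 25%, with every replicate also reaching it, limit read from the data, passing the limit was not always enough; inconclusive = only one of those two criteria met; inactive = neither criterion met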
# Target sequence (Q15084 whole entry, looked up): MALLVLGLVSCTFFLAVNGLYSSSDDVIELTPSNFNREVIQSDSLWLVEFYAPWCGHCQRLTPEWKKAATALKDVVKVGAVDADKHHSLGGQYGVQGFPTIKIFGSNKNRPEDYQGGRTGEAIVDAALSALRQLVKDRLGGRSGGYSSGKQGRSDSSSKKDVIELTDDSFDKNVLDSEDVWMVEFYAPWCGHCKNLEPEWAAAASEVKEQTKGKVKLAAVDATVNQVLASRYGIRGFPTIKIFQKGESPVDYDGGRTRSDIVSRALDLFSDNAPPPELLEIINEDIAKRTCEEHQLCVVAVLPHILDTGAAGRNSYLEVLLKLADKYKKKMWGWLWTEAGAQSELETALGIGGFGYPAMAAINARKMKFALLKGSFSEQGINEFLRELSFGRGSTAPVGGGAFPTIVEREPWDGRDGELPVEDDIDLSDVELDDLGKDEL
# Numbers without * were called inactive; ? = inconclusive; . = no result given.
SMILES,Xi reactivation,EWS-Fli block,PAX8 reporter,F508del corr,DENV2 CPE,ARNT TACC3 PPI,GSIS activator,ERp5 block
CCOC(=O)c1sc2nc(CC(=O)OC)nc(N3CCN(c4ccccn4)CC3)c2c1C,.,6,.,4.7,1,-14,-26,1
C[C@@H](NC(=O)C[C@H]1C=C[C@@H](NC(=O)Cc2ccccn2)[C@@H](CO)O1)c1ccccc1,0.0,.,.,-0.6,2,-12,10,-4
O=[n+]1cc(-c2ccccc2)n([O-])c2c1CCCCC2,-0.1,1,-2,.,7,-4,.,-7
CCc1nc2ccc(C(=O)NCCN3CCOCC3)cn2c1N(CCC(C)C)CCN(C)C,0.0,8,-4,1.8,?,.,25,15
COc1ccc(Cl)c2sc(N(Cc3cccnc3)C(C)=O)nc12,0.0,5,-2,5.6,2,-8,1,-3
COc1cc(OC)cc(C(=O)Nc2ccc(S(=O)(=O)Nc3nc(C)cc(C)n3)cc2)c1,0.0,2,0,0.6,-2,28,12,4
C[C@@H]1CCCCO[C@@H](CN(C)Cc2ccc(Cl)c(Cl)c2)[C@@H](C)CN([C@@H](C)CO)C(=O)c2cc(NC(=O)C3CCCCC3)ccc2O1,0.0,-1,.,-1.0,3,-3,-6,-1
CC1CCCCN1C(=O)CCS(=O)(=O)c1cccc2nonc12 (stereo not drawn),0.0,-10,-22,-3.0,0,2,0,6
CCCc1cc(CCC)n2nc(N)nc2n1,0.1,7,-15,5.4,6,.,28,3
CCCCN1C(=O)C(O)(CC(=O)c2ccccn2)c2ccccc21 (stereo not drawn),0.4,2,-12,1.5,-1,2,-7,-2
CN1CCN(C(=O)/C(=C/c2cn(S(=O)(=O)N(C)C)c3ccccc23)NC(=O)c2ccccc2F)CC1,0.1,.,-5,0.5,4,-2,-1,4
CCCc1cc(=O)[nH]c(SCC(=O)Nc2ncc(S(=O)(=O)c3ccc([N+](=O)[O-])cc3)s2)n1,-0.1,-17,12,-2.3,5,-4,12,0
Cc1cccc(S(=O)(=O)N2C[C@@H](O)COC[C@@H]3O[C@@H](CC(=O)N4CCN(C)CC4)CC[C@H]32)c1,-0.1,-3,7,1.4,4,-11,6,-7
Cn1c(SCC(=O)N2CCCC2=O)nc2ccccc21,0.9,10,14,1.6,0,-2,14,-1
CCCc1nc2oc3c(OC)ncnc3c2c2c1COC(C)(C)C2,.,13,.,4.5,-3,-10,-4,6

# Filtered by structure: the compounds so far containing an aryl methoxy group.
SMILES,Xi reactivation,EWS-Fli block,PAX8 reporter,F508del corr,DENV2 CPE,ARNT TACC3 PPI,GSIS activator,ERp5 block
COc1ccc(Cl)c2sc(N(Cc3cccnc3)C(C)=O)nc12,0.0,5,-2,5.6,2,-8,1,-3
COc1cc(OC)cc(C(=O)Nc2ccc(S(=O)(=O)Nc3nc(C)cc(C)n3)cc2)c1,0.0,2,0,0.6,-2,28,12,4
CCCc1nc2oc3c(OC)ncnc3c2c2c1COC(C)(C)C2,.,13,.,4.5,-3,-10,-4,6

# (more compounds)
SMILES,Xi reactivation,EWS-Fli block,PAX8 reporter,F508del corr,DENV2 CPE,ARNT TACC3 PPI,GSIS activator,ERp5 block
COc1ccc(NC(=O)N[C@@H]2CC[C@H](CCNC(=O)CN3CCOCC3)O[C@H]2CO)cc1,0.5,2,-8,-1.4,3,1,4,17
CCOC(=O)N1CCC(NC(=O)CC2C(=O)NCCN2Cc2ccc(C)cc2)CC1 (stereo not drawn),0.1,5,5,1.5,6,1,-6,2
O=C(Nc1cccc(-c2nnc(-c3ccccc3)o2)c1)C1CC1,0.0,-68,-79,-1.9,4,-5,7,-1
CCN(C(=O)CSc1nc(C)nc2sc(C)c(C)c12)c1ccc(F)cc1,-0.1,4,-8,-0.8,3,-1,.,-6
CCC(=O)c1ccc(NC(C)=O)cc1O,-0.1,6,-15,0.0,5,-9,7,7
C/C=C/c1cnc2c(c1)C(=O)N([C@@H](C)CO)C[C@@H](C)[C@@H](CN(C)S(=O)(=O)c1cn(C)cn1)O2,-0.6,-24,-5,0.6,-4,4,9,1
COc1cc2c(cc1OC)CN(S(C)(=O)=O)CC2,0.0,-14,-13,-3.2,3,-9,.,-4
C#CCNC(=O)/C=C/c1ccc(OC)cc1,-0.1,-97,-172,1.5,9,-23,0,-2
CCS(=O)(=O)NCC[C@H]1CC[C@H](NS(=O)(=O)c2cccc(F)c2)[C@@H](CO)O1,0.0,-3,-17,-3.3,-12,-6,-5,-3
CC(C)CC#Cc1ccc([C@@H]2[C@H]3CN(C(=O)c4ccc5c(c4)OCO5)CCCCN3[C@H]2CO)cc1,0.0,14,19,0.6,-5,12,-12,-2
NC(c1csc(NC(=O)Nc2ccccc2)n1)C1CCCCC1 (stereo not drawn),0.2,-8,-3,5.9,7,.,5,-2
O=C(C1CC(c2ccccc2O)=NO1)N1CCCC1 (stereo not drawn),.,-34,.,-1.8,1,22,5,-8
CC1(C(=O)Nc2ccc3c(c2)OCCO3)CSCC(=O)N1C1CCN(Cc2ccccc2)CC1 (stereo not drawn),0.1,-5,9,-1.0,-9,.,.,-6
COC(=O)c1sccc1NC(=S)OC,0.0,-2,-17,-1.1,-1,-10,3,1
CCOC(=O)C1=C(COC(=O)CSc2ccc(C)cc2)NC(=O)NC1C (stereo not drawn),-0.1,3,-4,-2.7,19,.,29,10
C[C@@H]1CN([C@H](C)CO)S(=O)(=O)c2ccc(C#CCN(C)C)cc2O[C@H]1CN(C)Cc1ccncc1,-0.6,6,4,-0.5,1,0,10,-2
Cc1ccsc1C(=O)OCC(=O)Nc1nnc(-c2ccccc2)o1,0.5,-2,-5,-0.9,4,57*,-2,4
Cc1ccc(-c2csc3ncnc(Oc4ccc5c(C)cc(=O)oc5c4)c23)cc1,0.0,-28,23,.,.,1,-3,12
COc1ccc(CCNC(=O)CCc2ccc(S(=O)(=O)NC(C)C)cc2)cc1,0.3,2,39,0.9,-10,-1,.,4
CCn1ccnc1CNC(=O)c1ccc2oc(C(C)C)nc2c1,0.0,-13,3,-1.2,3,-1,-2,2
CCOc1ccccc1/C=N/NC(=O)c1cc(C(C)C)[nH]n1,0.1,-5,9,2.6,0,-2,5,7
C/C(Cl)=C\Cn1c(NCCc2ccccc2)nc2c1c(=O)n(C)c(=O)n2C,.,15,.,5.3,-2,1,-70,8
COc1ccc(NC(=O)N(C)C[C@H]2Oc3ccc(NC(=O)NC4CCCCC4)cc3CC(=O)N([C@@H](C)CO)C[C@H]2C)cc1,0.0,-8,-16,-2.6,.,.,0,.
COc1ccc(C(=O)N2CCCC(Nc3ccc(C(C)C)cc3)C2)c(OC)n1 (stereo not drawn),-0.1,4,.,-1.0,2,5,-21,3
O=S(=O)(c1cccs1)N1CCCCN2[C@H](C1)[C@H](c1ccc(/C=C/c3ccccc3)cc1)[C@@H]2CO,0.0,-5,-5,-4.2,-10,-1,8,-4
COc1ccc(S(=O)(=O)Nc2ccc3c(c2)C(=O)N([C@H](C)CO)C[C@H](C)[C@H](CN(C)CC2CCCCC2)O3)cc1,-0.4,-4,-12,2.5,17,0,-3,1
CCOCCCNC(C(=O)Nc1ccc(OC)c(Cl)c1)c1ccccc1 (stereo not drawn),0.0,4,1,-2.1,2,6,7,12
C/C(CC(=O)Nc1ccc(N(C)C)cc1)=N\NC(=O)c1ccc(Cl)cc1,0.0,-9,-31,-1.6,2,-5,.,1
Cc1ccc(F)cc1NC(=O)CSc1nc(Nc2ccccc2)nc(N2CCOCC2)n1,-0.1,-6,-2,4.2,2,-1,-1,6
O=C(C[C@H]1CC[C@@H]2[C@H](COC[C@H](O)CN2Cc2nccs2)O1)NCc1ccc(F)cc1,0.1,4,4,-2.4,2,-3,4,-1
CC(C)(C)n1nnnc1C(CCc1ccccc1)N1CCN(C/C=C/c2ccccc2)CC1 (stereo not drawn),0.2,16,27,5.5,-14,.,-21,0
CCN(CC(=O)Nc1ccc2c(c1)OCCO2)C(=O)COc1ccc(C(C)=O)cc1,1.7,-7,-7,4.5,9,.,.,3
O=C(Nc1ccccc1N1CCOCC1)c1cccnc1Cl,0.1,3,-12,1.6,4,3,10,2
CCCNC(=O)N1CC2(CCN(C(=O)C3CCCC3)CC2)c2c([nH]c3cc(OC)ccc23)[C@@H]1CO,.,-2,30,-1.0,11,.,.,5
O=C1CN(Cc2nc3cc(Cl)ccc3c(=O)[nH]2)CCN1,-0.1,9,-10,-1.3,?,3,-5,-3
Cc1noc(C)c1NC(=O)N[C@@H]1C=C[C@H](CC(=O)N2CCCCC2)O[C@@H]1CO,0.0,0,-11,-0.3,11,1,9,10
CSc1nc2ccc3nc(NC(=O)C4COc5ccccc5O4)sc3c2s1 (stereo not drawn),0.2,-66,2,-4.0,6,-7,.,3
CCC1CN(C(=O)NCc2ccc(C)cc2)c2cc(C)ccc2O1 (stereo not drawn),0.1,4,6,4.8,-2,3,-60,-4
CSc1sc(C#N)c2c1/C(=N\O)CCC2,0.2,3,-11,0.0,-4,1,.,-4
NCCCC[C@@H](C(=O)N1CCNCC1)n1cc([C@@H](N)CC(N)=O)nn1,-0.1,2,-6,0.0,-8,-4,14,3
CCCCSc1nnc(-c2ccccc2)c2ccccc12,0.0,9,2,2.9,-5,-3,23,2
Cc1cc(Cl)ccc1NC(=O)CN1C(=O)NC2(CCCc3ccccc32)C1=O (stereo not drawn),0.0,18,20,-2.3,-1,-4,-47,4
Cc1ccc(NS(=O)(=O)c2ccc(C(C)C)cc2)cc1S(=O)(=O)N1CCOCC1,0.0,13,3,4.8,-1,-18,-38,-3
CN1CCSc2ccc(C(=O)Nc3cc(F)ccc3F)cc21,.,-68,-137,7.9,3,-10,-14,-4
COCCCNc1ccn2nc(-c3ccc(OCc4ccccc4)cc3)cc2n1,0.0,-8,10,-1.9,8,.,-4,2
Cc1ccc(S(=O)(=O)N[C@@H]2CC[C@@H](CCNC(=O)C3CCOCC3)O[C@H]2CO)cc1,0.0,9,11,-0.1,21*,-30,17,3
O=c1onc(-c2ccccc2Cl)n1-c1ccccc1Cl,0.0,4,4,1.7,2,-5,.,6
CC1CCCCC1NC(=O)c1cc(Cl)nc2ccccc12 (stereo not drawn),0.3,8,-5,-2.5,?,.,3,6
CC(Sc1ccc(S(=O)(=O)N2CCOCC2)cn1)c1ccccc1Cl (stereo not drawn),0.0,1,2,-5.0,-3,-2,8,4
COc1cccc(C(=O)NOCc2ccc(C)cc2)c1OC,0.1,-8,-4,-4.3,-4,.,-2,-1
C=CCNCCOc1c(C)cc(C)cc1Cl,0.1,13,-5,.,4,-1,11,2
COc1cc(OC)cc(C(=O)NNC(=O)CCNS(=O)(=O)c2ccc(C)c(C)c2)c1,0.0,-1,3,0.5,.,.,-9,0
CC(=O)Nc1ccc(CN2CCC(N3CCC(C(=O)NC4CC4)CC3)CC2)cc1,0.3,0,21,0.9,-7,.,.,2
Cc1ccc2nc(-c3ccc(NC(=O)CCN4C(=O)c5ccccc5C4=O)cc3)sc2c1,0.0,23,-73,.,1,18,.,0
CCN1CCN(C(c2cccnc2)c2c(NC(=O)c3ccco3)sc(C)c2C)CC1 (stereo not drawn),0.0,4,8,-1.8,-4,6,2,-18
CCC[N+]1(CC#CC(O)(c2ccccc2)C2CCCCC2)CCCCC1 (stereo not drawn),0.0,12,8,-2.3,2,-7,.,3
